Screens: PubChem, National Center for Advancing Translational Sciences (NCATS)
p53ts 39C tox = kills p53ts cells at the nonpermissive temperature; AID 902; Potency, µM (titrated, usually from 46.1 µM), inactives show top-dose activity change, negative = cell killing, usual class: cytotoxic; H1299-p53A138V viability at 39C, ATP luminescence, 24 h; 130,000 tested, 1.5% active; active = well fitted cell-killing curve with a large enough effect; inconclusive = small, poorly fitted or top-dose-only effect; inactive = no such curve, though single readings can be large or run the other way; note: nearly all actives have a fitted effect of over 55% in size
* = called active by the depositor; ? = inconclusive. % is set by controls: 0 for no effect and ±100 for the full control effect; potency is the fitted concentration of half-maximal effect. An excerpt; rates above refer to the full screens.

SMILES | p53ts 39C tox
O=C(Cc1ccccc1)N/N=C/c1ccccc1F | 12.9%
CS(=O)(=O)Nc1nnc(SCC(=O)Nc2cccc([N+](=O)[O-])c2)s1 | 18.8%
CCOc1ccccc1/C=C(/NC(=O)c1ccccc1)C(=O)N(CC)CC | -2.0%
COC(=O)c1ccc(Nc2nnc(-c3ccc(C)c(S(=O)(=O)NCC4CCCO4)c3)c3ccccc23)cc1 (centres undefined) | 9.8%
COc1cc(CNc2ccc(O)cc2)cc(Br)c1OCc1ccccc1F | -11.1%
Cc1cccc(CSc2ccc3nnc(-c4cccs4)n3n2)c1 | -3.6%
Cc1cc(C(=O)N/N=C/c2ccc(-c3cccc(Cl)c3Cl)o2)n[nH]1 | 6.6%
Fc1ccc(Nc2ncnc3sc4c(c23)CCC4)cc1F | 10.9%
CN(NC1CC(=O)N(c2ccccc2)C1=O)c1ccccc1 (centres undefined) | -3.0%
CCn1cc(CNC(=O)c2ccc(Cl)c([N+](=O)[O-])c2)c(C)n1 | 24.1%

Reprinted from the part before: 3 compounds, then new ones.
SMILES | p53ts 39C tox
Fc1ccc(Nc2ncnc3sc4c(c23)CCC4)cc1F | 10.9%
CN(NC1CC(=O)N(c2ccccc2)C1=O)c1ccccc1 (centres undefined) | -3.0%
CCn1cc(CNC(=O)c2ccc(Cl)c([N+](=O)[O-])c2)c(C)n1 | 24.1%
O=C(Cc1cccs1)N1CCN(S(=O)(=O)c2ccccc2)CC1 | 7.6%
COC(=O)c1c(NC(=O)CN2C(=O)C(=O)N(CC(C)C)C2=O)sc2c1CCCCC2 | 1.0%
COc1cccc(N2CC(C(=O)Nc3nnc(SCc4cccnc4)s3)CC2=O)c1 (centres undefined) | 10.1%
COc1ccc(-c2[nH]ncc2-c2csc(C)n2)c(O)c1 | -4.2%
COc1cc(CCN2C(=O)c3cccc4cccc(c34)C2=O)c(S(=O)(=O)N2CCCCCC2)cc1OC | 15.0%
CCSc1nnc(-c2ccc(C)cc2)c2ccccc12 | 4.0%
Cc1cc2cc(C)c3nnc(SCc4ccccn4)n3c2cc1C | 15.6%
O=C(CCCNC(=O)/C(=C/c1ccc(F)cc1)NC(=O)c1ccccc1)OCc1ccccc1 | 10.3%
CSc1c(CC(=O)Nc2ccc(F)cc2)n(Cc2ccccc2)c2ccccc12 | 9.8%
CC(=O)c1ccc(NC(=O)COC(=O)c2ccccc2Nc2ccccc2)cc1 | -1.0%
CC1(C)CN(O)CCN1O | 6.1%
O=C(c1ccccc1)N1CCN(CC(O)COC2CCCCC2)CC1 (centres undefined) | 4.6%
Cc1nc(NCCc2ccccc2)c(C#N)c(C)c1[N+](=O)[O-] | -14.1%
Cc1cc(C)c2c(N)c(C(=O)c3cccc(Cl)c3)sc2n1 | 1.7%
O=C(OCc1ccc(Br)cc1)c1cccc(-c2nnc(-c3ccccc3)o2)c1 | 12.1%
CCCc1cc(C(=O)NNC(=S)NCC2CCCO2)cs1 (centres undefined) | -8.4%
COc1ccc(C2CC(c3cccs3)=NN2C(=O)CSc2nc3ccccc3s2)cc1 (centres undefined) | -5.0%
COc1ccc(-n2c(C)cc(C(=O)CN3C(=O)c4ccccc4C3=O)c2C)cc1 | 24.1%
CC(=O)Nc1ccc(NC(=S)NC(=O)c2ccc([N+](=O)[O-])c(C)c2)cc1 | 3.6%
O=C(CSc1ccc(Cl)cc1)Nc1cccc(-c2nc3ccccc3[nH]2)c1 | -7.3%
c1csc(-c2nnc(NC3CCCCC3)c3ccccc23)c1 | 3.1%
O=C(Nc1c(C(=O)C2CC2)oc2ccccc12)c1ccc(Cl)cc1 | 6.3%
Cc1coc2cc3oc(=O)c(Cc4ccccc4)c(C)c3cc12 | 11.6%
O=C(COc1ccc(Cl)cc1)Nc1ccc2c(c1)CCC2 | -14.7%
COCCn1c(C)cc(C(=O)CSc2cc(C)c3ccccc3n2)c1C | -1.5%
COc1cc(CNCc2ccccn2)ccc1OCC(=O)NC1CCCCC1 | 0.4%
Cc1ccc2sc(-c3ccc(NC(=O)CCN4C(=O)c5ccccc5C4=O)cc3)nc2c1 | 0.0%
CC(C)n1nc(C(=O)Oc2cccc(Cl)c2Cl)c2ccccc2c1=O | 1.0%
Cc1cc(/C=N/n2c(COc3ccccc3C)nc3ccccc3c2=O)c(O)c([N+](=O)[O-])c1 | ?
C=CCN1C(=O)/C(=C/c2ccc(OC)cc2)S/C1=N/c1nccs1 | 11.1%
CCCn1nc(C(=O)NC2CCCc3ccccc32)c2ccccc2c1=O (centres undefined) | 7.0%
CC1=C(C(=O)OCc2ccccc2)C(/C=C/c2ccccc2)NC(=S)N1 (centres undefined) | 17.7%
CCn1c(=O)c(C(=O)NNS(=O)(=O)c2ccc(Cl)cc2)c(O)c2ccccc21 | 17.8%
CCCOC(=O)c1c(NC(=O)c2cnn3c2NC(c2ccccc2)CC3C(F)(F)F)sc2c1CCCC2 (centres undefined) | -1.5%
O=C(NNC(=S)Nc1ccc(Cl)cc1Cl)c1ccncc1 | 26.5%
Cc1cc([N+](=O)[O-])ccc1NC(=O)/C=C/c1cccs1 | -20.4%
CC(C)N(CC(N)=O)C(=O)Cc1coc2cc3c(cc12)CCC3 | 20.7%
CC(CCc1ccccc1)NC(=O)COC(=O)C12CC3CC(CC(Br)(C3)C1)C2 (centres undefined) | 18.1%
Cc1c(NC(=O)c2c(NC(=O)CNC3CC3)sc3c2CCCC3)c(=O)n(-c2ccccc2)n1C | 19.4%
CN1CCN(C(=S)SCC(=O)Nc2nc(-c3ccccc3)c(-c3ccccc3)o2)CC1 | 31.1%
COc1ccccc1NC(=O)c1ccc(NC(=O)c2cc3c(s2)CCC3)cc1 | 19.6%
COc1cc([N+](=O)[O-])ccc1NC(=O)Nc1nc2c(s1)CCCC2 | 20.5%
COc1cc(NC(=O)CN2CCN(c3ccccc3F)CC2)c(C)cc1[N+](=O)[O-] | 2.7%
O=C(CNc1cccc2ccccc12)c1ccc([N+](=O)[O-])cc1 | -4.0%
Cc1ccc(/C=N/N=C2/NC(=O)C(CC(=O)Nc3ccc(Cl)cc3)S2)o1 (centres undefined) | 0.5%
CCCOP(=O)(c1ccccc1)c1ccccc1 | -3.3%
CCC(=O)Nc1c(S(=O)(=O)c2ccc(C)cc2)c2nc3ccccc3nc2n1C(C)c1ccccc1 (centres undefined) | -0.2%
COc1ccc(/C=C(\NC(=O)c2ccccc2)C(=O)N/N=C/c2sccc2C)cc1 | 8.3%
CSc1nnc(C)c(=O)n1COC(=O)c1ccc(S(=O)(=O)N2CCCC2)cc1 | -16.9%
Cn1c(NC(=O)C[n+]2cc(-c3ccccc3)n3c2CCC3)cc(=O)n(C)c1=O | -2.9%

(more compounds)
SMILES | p53ts 39C tox
CC(C)(CNC(=O)/C=C/c1ccc(F)cc1)CNC(=O)/C=C/c1ccc(F)cc1 | 6.8%
O=C(N/N=C/c1ccc(O)cc1)c1cc[n+](Cc2ccccc2)cc1 | 23.0%
Cc1ccc2c(Cl)c(C(=O)N/N=C/c3cccn3C)sc2c1 | 16.0%
Cc1ccc(N2C(=O)C3C(C(=O)c4ccccc4)=NN(c4ccccc4)C3C2=O)cc1 (centres undefined) | 20.6%
Cc1ccc(-c2nnc(Oc3ccc(NC(=O)c4ccccc4)cc3)c3ccccc23)cc1 | 6.4%
Cc1ccc(NC(=O)Cn2nc(-c3ccccc3)nc2-c2ccccc2)c(C)c1 | 2.5%
CCCC(=O)NC(=S)Nc1ccc(S(=O)(=O)Nc2ccc(OCC)cc2)cc1 | -11.8%
CN1/C(=C\C(=O)CSc2nncn2C)C(C)(C)c2ccccc21 | 21.6%
CCN1CCN(CCCCSc2ccccc2)CC1 | 3.8%
COc1ccc([N+](=O)[O-])cc1NC(=O)C(C)Sc1ccc(C)cc1 (centres undefined) | -0.3%

Structures listed so far that contain a nitro group on carbon:
SMILES | p53ts 39C tox
CS(=O)(=O)Nc1nnc(SCC(=O)Nc2cccc([N+](=O)[O-])c2)s1 | 18.8%
CCn1cc(CNC(=O)c2ccc(Cl)c([N+](=O)[O-])c2)c(C)n1 | 24.1%
Cc1nc(NCCc2ccccc2)c(C#N)c(C)c1[N+](=O)[O-] | -14.1%
CC(=O)Nc1ccc(NC(=S)NC(=O)c2ccc([N+](=O)[O-])c(C)c2)cc1 | 3.6%
Cc1cc(/C=N/n2c(COc3ccccc3C)nc3ccccc3c2=O)c(O)c([N+](=O)[O-])c1 | ?
Cc1cc([N+](=O)[O-])ccc1NC(=O)/C=C/c1cccs1 | -20.4%
COc1cc([N+](=O)[O-])ccc1NC(=O)Nc1nc2c(s1)CCCC2 | 20.5%
COc1cc(NC(=O)CN2CCN(c3ccccc3F)CC2)c(C)cc1[N+](=O)[O-] | 2.7%
O=C(CNc1cccc2ccccc12)c1ccc([N+](=O)[O-])cc1 | -4.0%
COc1ccc([N+](=O)[O-])cc1NC(=O)C(C)Sc1ccc(C)cc1 (centres undefined) | -0.3%

Continued:
SMILES | p53ts 39C tox
CC(=O)C1=C(O)C(=O)N(c2cccc(C(=O)O)c2)C1c1ccc(F)cc1 (centres undefined) | -1.6%
CCN(/N=C/c1ccc(Cl)cc1)c1cc(=O)n(C)c(=O)[nH]1 | 2.0%
O=C(COc1ccccc1Cl)NCCC1=CCCCC1 | 0.0%
COc1ccc(N=C2C(=O)N3c4c(cccc42)C(C)=CC3(C)C)cc1 | 3.2%
O=C(/C=C/c1ccc2c(c1)OCO2)c1ccco1 | 0.9%
O=C(c1cnn(-c2ccccc2)c1)c1ccccc1O | -7.0%
O=C1c2ccccc2C(=O)N1CC(=O)N1c2ccccc2Sc2ccc(C(F)(F)F)cc21 | 24.3%
COC(=O)c1sc(NC(=S)NC(=O)c2ccccc2)nc1C | 9.5%
COc1cc(CNCCc2ccc(S(N)(=O)=O)cc2)ccc1OCC(=O)N1CCCCC1 | 1.1%
CC(C)c1ccccc1NC(=S)NC1CCN(Cc2ccccc2)CC1 | 5.1%

Three entries out of the list, sorted by molar mass, falling:
SMILES | p53ts 39C tox
CC(=O)C1=C(O)C(=O)N(c2cccc(C(=O)O)c2)C1c1ccc(F)cc1 (centres undefined) | -1.6%
O=C(COc1ccccc1Cl)NCCC1=CCCCC1 | 0.0%
O=C(c1cnn(-c2ccccc2)c1)c1ccccc1O | -7.0%

The results go on.
SMILES | p53ts 39C tox
CCCCOC(=O)c1ccc(NC(=O)/C=C/c2cccs2)cc1 | -19.1%
CC(=O)c1cccc(NC(=O)COc2cc3oc(=O)c(CC(C)O)c(C)c3cc2Cl)c1 (centres undefined) | -8.4%
Cn1c(=O)c2c(nc(N/N=C/c3ccc(OC(=O)c4ccco4)cc3)n2Cc2ccc(F)cc2)n(C)c1=O | 1.6%
Cc1ccc(NC(NC(=O)Cc2ccccc2)C(Cl)(Cl)Cl)cc1 (centres undefined) | -2.6%
CC(C)(C)C(=O)NC(=S)Nc1sc2c(c1C#N)CCCCC2 | 16.5%
O=C(Oc1cccc2ccccc12)c1cc(Cl)nc2ccccc12 | 11.4%
FC(F)Sc1ccc(-n2cc(-c3ccccc3)[n+]3c2CCC3)cc1 | 8.2%
CCOc1cc(/C=N/NC(=O)CSc2nnc(C)s2)ccc1OCc1ccccc1Cl | 18.7%
Nc1ncnc(Sc2ccccc2)c1[N+](=O)[O-] | 18.3%
CCC1(c2ccc(Cl)cc2)NC(=S)N(c2ccccc2)N1 (centres undefined) | 10.2%
COc1ccc(/C=C/C(=O)O/N=C(\N)c2ccccc2)cc1OC | -7.5%
Cc1ccc(NC(=O)CC2C(=O)NCCN2C(=S)Nc2ccccc2)c(C)c1 (centres undefined) | 5.8%
Cc1nc(C)c(CCNC(=O)c2ccccc2)s1 | 14.5%
C/C(=N\O)C(=O)NCCCn1ccnc1 | 17.7%
CCN(CC)CCN1C(=O)C(=O)/C(=C(/O)c2ccc(Cl)cc2)C1c1ccncc1 (centres undefined) | 8.4%
Cc1ccc2nc(SC(C)C(=O)NC3CCCc4ccccc43)[nH]c2c1 (centres undefined) | 0.4%
Cc1cccc(NC(=O)Nc2ccc(C)cc2Br)c1 | 12.2%
Cc1ccc(C(=O)NC(C)c2ccc(F)cc2)cc1 (centres undefined) | 23.8%
CSc1ccc(/C=N/NC(=O)c2ccc(O)cc2)cc1 | -26.3%
O=C(c1cccc2ccccc12)N1CCN(c2ccc([N+](=O)[O-])c(N3CCOCC3)c2)CC1 | -12.7%
CN(CCO)c1cc(N2CCN(C(=O)c3ccco3)CC2)c2nonc2c1[N+](=O)[O-] | 6.4%
COc1ccc(CNC(=O)c2ccc(SC)cc2OC)cc1 | -11.2%
O=C(Nc1cccc(C(F)(F)F)c1)C(SCCO)c1ccccc1 (centres undefined) | -9.2%
COc1ccc(N(C)C(=S)Nc2ccc3nc(C)c(C)nc3c2)cc1 | 14.1%
O=C(N/N=C1\CCc2ccccc21)c1ccccc1O | 4.47µM*
CCOC(=O)C1=C(C)Nc2ccccc2N=C1NC(=O)Cc1ccc(OC)cc1 | ?
COc1ccc(-c2cn3cccnc3n2)cc1NC(=O)c1cccs1 | 6.8%
O=C(N/N=C/c1c[nH]c2ccc(Br)cc12)c1ccncc1 | 3.1%
O=C(NCCCc1ccccc1)Nc1cccc(Cl)c1 | ?
CCCCC(=O)Nc1cccc(NC(=S)NC(C)=O)c1 | 3.2%
O=c1c(Cl)c(NCc2ccc(F)cc2Cl)cnn1C12CC3CC(CC(C3)C1)C2 | -8.3%
O=C(COC(=O)CSc1cc(Cl)ccc1Cl)NCc1ccc2c(c1)OCO2 | 16.9%
Cc1cc(C)c(C(N)=O)c(SCC(=O)c2cc(C)c(C)cc2C)n1 | 5.6%
